# High-throughput results from PubChem BioAssay.
# LmPK inhibitor: qHTS Assay for Inhibitors of Leishmania Mexicana Pyruvate Kinase (LmPK); Q27686; purified LmPK, Kinase-Glo ATP luminescence, 1 h; Potency, µM (titrated, usually from 57.5 µM), for the others: top-dose activity change, negative = inhibition, usual class: inhibitors; 0.37% of 290,000 active; AID 1721, 2009; also: potency is read from the fitted curve at half-maximal effect
# Target sequence (Q27686 whole entry, looked up): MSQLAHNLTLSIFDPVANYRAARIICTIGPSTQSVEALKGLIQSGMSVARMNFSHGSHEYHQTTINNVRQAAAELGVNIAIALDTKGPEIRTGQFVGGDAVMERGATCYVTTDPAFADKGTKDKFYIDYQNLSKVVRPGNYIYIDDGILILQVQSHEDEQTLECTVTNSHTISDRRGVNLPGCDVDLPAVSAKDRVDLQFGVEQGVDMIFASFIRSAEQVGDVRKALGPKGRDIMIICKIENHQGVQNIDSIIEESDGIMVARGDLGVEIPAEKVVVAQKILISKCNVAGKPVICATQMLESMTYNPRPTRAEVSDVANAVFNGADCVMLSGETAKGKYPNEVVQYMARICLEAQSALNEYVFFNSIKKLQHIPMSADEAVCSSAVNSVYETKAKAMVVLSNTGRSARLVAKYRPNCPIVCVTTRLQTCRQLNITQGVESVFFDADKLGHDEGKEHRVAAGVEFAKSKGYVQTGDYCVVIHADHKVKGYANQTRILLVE
#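 Purified LmPK (0.1 nM) with 0.5 mM PEP and 0.1 mM ADP in imidazole buffer pH 7.2 with MgCl2/KCl, 1 h at room temperature. ATP formed was read by luciferase luminescence and normalized to no-enzyme and uninhibited controls.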
# TbPYK inhibitor: qHTS of Trypanosoma Brucei Inhibitors. TbPYK enzyme, Kinase-Glo Plus ATP luminescence, 45 min. pyruvate kinase (Trypanosoma brucei), Q57TT1. Potency, µM (highest dose often 76.8 µM), inactives show top-dose activity, negative = inhibition, hits mostly inhibitors. 0.12% of 410,000 active. AID 624173, 2012; also: potency is read from the fitted curve at half-maximal effect; nearly all actives have a fitted effect of over 50% in size
#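 Readout: single end-point luminescence (Kinase-Glo Plus, 10 min). Reaction conditions were TbPYK/substrate plus 130 uM ADP, 45 min at RT, pH 7.2 TEA buffer. No-enzyme wells served as controls, and data were normalized before concentration-response fitting.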
# AmpC inh detg: qHTS Inhibitors of AmpC Beta-Lactamase (assay with detergent). P00811. 0.041% of 370,000 active. Potency, µM (doses to about 114 µM), without a hit: at the top dose activity change, negative = inhibition, actives largely listed as inhibitors. AmpC hydrolysis of nitrocefin, absorbance 480 nm, 0.01% Triton;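 also: potency is read from the fitted curve at half-maximal effect; 0% = no-compound wells and -100% = no-enzyme wells; nearly all actives have a fitted effect of over 25% in size; some results filed as inactive show a strong effect at the top dose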
# Target sequence (P00811 whole entry, looked up): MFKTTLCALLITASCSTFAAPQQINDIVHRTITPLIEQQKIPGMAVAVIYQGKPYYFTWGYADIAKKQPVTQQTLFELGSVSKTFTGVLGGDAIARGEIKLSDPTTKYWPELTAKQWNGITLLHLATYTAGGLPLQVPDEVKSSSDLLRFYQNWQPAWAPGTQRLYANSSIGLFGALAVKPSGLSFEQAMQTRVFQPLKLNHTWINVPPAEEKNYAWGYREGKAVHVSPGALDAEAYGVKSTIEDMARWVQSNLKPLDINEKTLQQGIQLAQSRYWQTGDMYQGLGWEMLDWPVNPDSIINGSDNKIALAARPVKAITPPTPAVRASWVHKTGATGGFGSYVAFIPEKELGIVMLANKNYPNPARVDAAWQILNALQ
#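 AmpC (5.3 nM in the dispensed reagent) in 20 mM phosphate pH 7.0 with 0.01% (detergent screen) or 0.0001% Triton X-100 was preincubated with compounds for 15 min at room temperature. Nitrocefin was then added from an 800 uM solution, and hydrolysis was followed at 480 nm.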
# HCMV inh: qHTS Assay for inhibitors of the human cytomegalovirus (HCMV); activity change, negative = inhibition, % at 57.5 µM; HFF cells, HCMV-luciferase reporter, 72 h; stronger effect = lower value; 4.5% of 410,000 active; in the data active = activity change below about -60%; inconclusive = no clear call, values can overlap the other calls; inactive = above about -39%
#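 Two-dose cell screen: HFF monolayers treated with compounds and infected with luciferase-expressing HCMV at 1 PFU/cell, 72 h at 37C, then lysed for luciferase measurement.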
# HCV inh: qHTS Assay for Inhibitors of Hepatitis C Virus (HCV); Huh7.5.1 HCVcc-Cre infection, luciferase reporter, 44 h; Potency, µM (highest dose often 41.8 µM), for the others: top-dose activity change, negative = inhibition, usual class: inhibitors; 3.4% of 340,000 active; AID 651820, 2012; also: potency is read from the fitted curve at half-maximal effect
#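 Cells seeded at 1,000/well and cultured 4 h, then compounds added followed by HCVcc-Cre virus (~0.5 moi). After 44 h further culture, luciferase substrate was added, plates held 15 min at room temperature, and luminescence read for 15 sec.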
# AMA1 RON2 block: qHTS for Inhibitors of AMA1-RON; Towards Development of Antimalarial Drug Lead: Primary Screen; 0.2% of 360,000 active; AlphaScreen AMA1-biotinylated RON2 peptide binding; Plasmodium falciparum AMA1 (3D7) - RON2 peptide interaction; Potency, µM (titrated, usually from 58.2 µM), for the others: at the top dose activity change, negative = inhibition, usual class: inhibitors;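 also: potency is read from the fitted curve at half-maximal effect; 0% = vehicle wells and -100% = peptide control; nearly all actives have a fitted effect of over 45% in size; some results filed as inactive show a strong effect at the top dose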
#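 AMA1 (3D7) with his tag at 25 nM final met compounds first, then biotinylated RON2 peptide at 25 nM; detection used donor plus acceptor beads, 10 µg/mL apiece, read by AlphaScreen after 30 min at room temperature.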
# AmpC inh no detg: qHTS Inhibitors of AmpC Beta-Lactamase (assay without detergent); P00811; AmpC nitrocefin hydrolysis, absorbance 480 nm, 0.0001% Triton; Potency, µM (doses to about 57.1 µM), inactives show top-dose activity change, negative = inhibition, actives largely listed as inhibitors; 0.52% of 330,000 active; AID 485341, 2010;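 also: potency is read from the fitted curve at half-maximal effect; plate controls were no compound for no effect and no enzyme for full effect; nearly all actives have a fitted effect of over 20% in size; some results filed as inactive show a strong effect at the top dose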
#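 20 mM phosphate pH 7.0 + 0.01% (detergent screen) or 0.0001% Triton X-100; 5.3 nM AmpC reagent; cpd preinc 15 min RT; nitrocefin (800 uM stock) to start; A480 q20 s × 4 min; Activity was normalised to no-enzyme and no-compound control wells.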
# * hit, by the source's call; ? = inconclusive; . = no result given; & = joins results of further samples; [ ] = dose if it differs, or a comment. Unless noted, calls follow the shape of the dose curve; as a rule, active = well fitted curve in the direction sought with a large enough effect; inconclusive = small, poorly fitted or top-dose-only effect, or another doubt; inactive = no such curve, though single readings can be large; an effect the other way counts as inactive or inconclusive. Unless noted, % is scaled to controls: 0 for no effect and ±100 for the full control effect.
# Second line of a record – AmpC inh detg, TbPYK inhibitor, AMA1 RON2 block, HCMV inh, LmPK inhibitor, AmpC inh no detg, HCV inh
- Cn1c(O)c(N=Nc2nc(-c3ccccc3)cs2)c2ccccc21
 : 6%, -25%, 13%, 129, -3%, -23%, 7%
- Cc1ccc(-n2cc(CN3CCN(C(=O)c4ncn[nH]4)CC3)c(-c3ccc(F)cc3)n2)cc1
 : 0%, -1%, 95%[activator], 17, -5%, 154%[activator], ?
- Nc1cc(C(=O)N2CCCC2)cc(C(=O)N2CCCC2)c1
 : ?, -11%, -4%, 27, -4%, -6%, 9%
- COc1ccc(CNC(=O)COC(=O)CCc2nc3ccccc3c(=O)[nH]2)cc1
 : -3%, 3%, -13%, -3, 0%, -17%, 6%
- COc1ccc(NC(=O)C2CCC(=O)N2S(=O)(=O)c2ccc(C)cc2)c(OC)c1 (stereo not drawn)
 : 1%, -3%, -7%, 15, 0%, ., 9%
- COc1ccc(/C=C2\CCCC3C2=NN(C(=O)CSc2ncn[nH]2)C3c2ccc(OC)cc2)cc1 (stereo not drawn)
 : 0%, 5%, 14%, -23, 1%, 6%, 13µM*
- O=C(NCc1cccc(F)c1)C1CCC(=O)N(CC2CCCCC2)C1 (stereo not drawn)
 : -5%, 0%, 2%, 12, -5%, 5%, -19%
- Cc1c(NC(=O)c2ccc(-c3ccc([N+](=O)[O-])cc3Cl)o2)c(=O)n(-c2ccccc2)n1C
 : -5%, -3%, 11%, ?, -2%, -19%, -17%
- COC(=O)c1cn(NC(=O)c2ccc3c(c2)OCO3)c(=O)c2ccccc12
 : 1%, 2%, 49%[activator], 33, -6%, -29%, -5%
- CCOC(=O)C1CCN(C(=O)CCS(=O)(=O)Cc2ccccc2)CC1
 : 0%, 1%, 7%, -25, 1%, -1%, 17%
- O=C(NNC(=S)NCc1ccco1)C(c1ccccc1)c1ccccc1
 : -4%, -5%, 30%, 9, -1%, -9%[2.29 µM], 17%
- CC1CCc2onc(C(=O)NCc3ccco3)c2C1 (stereo not drawn)
 : 0%, -2%, 1%, -22, -4%, -11%, 18%
- O=C(O)CC(c1ccccc1)n1cccc1 (stereo not drawn)
 : ?, 2%, 33%[activator], -6, 0%, -7%, 14%
- COc1ccc(C(=O)Nc2ccc3c(c2)OCCO3)cc1Br
 : -14%, -5%, -18%, 129, 5%, -27%, ?
- CN(C(=O)c1coc(=O)c2ccccc12)c1ccc(F)cc1
 : -3%, 9%, 6%, -8, 1%, -12%, 30%
- CS(=O)(=O)N1CCC(CO)(Cc2ccccc2C(F)(F)F)CC1
 : 6%, -2%, -5%, 17, 6%, 29%, 11%
- Cc1ccc(-n2nc3c(c2NC(=O)c2ccco2)CS(=O)(=O)C3)cc1C
 : 3%, -6%, 0%, 12, -11%, -29%, .
- O=C(CSCc1cc(=O)c2ccccc2[nH]1)Nc1cccc(C(F)(F)F)c1
 : 8%, -1%, ., -9, ., ., .
- Brc1ccc(-c2nc3ccccn3c2Nc2ccc3c(c2)OCCO3)o1
 : 1%, -7%, ., 24, ., ., .
- COc1ccc(C)cc1Nc1c2c(nc3ccccc13)CCC2
 : -12%&6%, 8%&-9%, -9%, -88*, 2%, -7%, ?
- Cc1ccc(OCC(O)CN2CCN(c3ccc(C)cc3)CC2)cc1 (stereo not drawn)
 : -4%, -3%, -1%, 4, -7%, 1%, ?
- CNC(=O)C1CC(=O)N/C(=N/N=C(\C)c2cccs2)S1 (stereo not drawn)
 : -5%, 4%, 6%, -4, -1%, -13%, -4%
- O=C(C1=C[C@H](c2csc3ccccc23)C[C@H](OCc2ccc(CO)cc2)O1)N1CCCCCCC1
 : ., 6%, -6%, 5, ., ., 3%
- CCOC(=O)c1ccc(NC(=O)CC2C(=O)N(c3ccccc3)C(=O)N2CCCOC)cc1 (stereo not drawn)
 : 0%, 1%, -11%, -13, 3%, 62%[activator], 1%
- Cc1ccccc1S(=O)(=O)NC(=O)C1(C)CCN1C(=O)CC(c1ccccc1)c1ccccc1 (stereo not drawn)
 : ., -3%, -2%, 8, ., ., .
- Cc1ccccc1Nc1nn2c(=O)c3ccc(C(=O)N4CCCC(C)C4)cc3nc2s1 (stereo not drawn)
 : 7%, 3%&-1%, -8%, 9&-8, ., ., .
- O=C(Nc1ccccc1O)c1cc(S(=O)(=O)N2CCCC2)ccc1Cl
 : -2%, 2%, ., -23, ., ., .
- CC(C)C[C@H](NC(=O)c1[nH]cnc1C(=O)N[C@@H](C)C(=O)OC(C)(C)C)C(=O)OCc1ccccc1
 : 6%, 0%, 113%[activator], -3, 3%, 80%[activator], 5%
- N#Cc1cccnc1N1CCN(C(=O)c2cccc3c2C(=O)c2ccc(Cl)cc2S3(=O)=O)CC1
 : 0%, -4%, 7%, 32, ., 114%[activator], 13µM*
- COc1ccc(Cn2c(CO)cnc2SCc2ccc(C)cc2)cc1
 : 4%, -17%, ., 72, ., ., .

# Second line of a record – AmpC inh detg, TbPYK inhibitor, AMA1 RON2 block, HCMV inh, LmPK inhibitor, AmpC inh no detg, HCV inh
- Cc1ccc(Cl)cc1N1CCN(C(=O)C2CCN(S(=O)(=O)c3c(C)nn(C)c3C)CC2)CC1
 : -6%, -24%, -12%, -37, 4%, 195%[activator], 11µM*
- CCC1(c2ccccc2)NC(=O)N(CC(=O)NNC(=O)c2ccoc2C)C1=O (stereo not drawn)
 : ?, 1%, 9%, -6, ., -9%, 24%
- COc1ccc(N2CCN(C(=O)c3cc(-c4ccc(F)cc4)[nH]c3C)CC2)cc1
 : 2%, 1%, -15%, 55, -4%, 146%[activator], ?
- CC(C)CCOc1ccccc1Cn1c(=O)sc2ccccc21
 : 13%, 3%, ., 7, ., ., .
- O=C(NC(=S)Nc1ccccc1Br)c1ccc2c(c1)OCO2
 : 9%, 2%, 9%, -20, 6%, -19%, ?
- Nc1ccccc1-c1nc2ccccc2[nH]1
 : -3%, -4%, 69%[activator], 24, -13%, -45%, -12%
- O=c1c(=O)n(CCO)n(CCO)c(=O)n1CCO
 : ., -5%, 30%[activator], -15, ., ., .
- O=C(NCCCNC(=O)c1cc(Cl)ccc1Cl)c1cnccn1
 : -9%, -4%, 3%, ?, 2%, 1%, 0%
- Cc1cc2nccc(-c3ccc(Cl)c([N+](=O)[O-])c3)n2n1
 : -13%, 5%, 223%[activator], 6, -7%, 0%, -15%
- CCOc1cc(C(=S)N2CCOCC2)ccc1OS(=O)(=O)c1ccccc1
 : -4%, -8%, 0%, -20, 0%, 10%, -22%
- CCNC(=S)NCCN1CCCCC1
 : -6%, -7%, 6%, -15, 1%, -14%, 17%
- O=C(CNC(=O)N1CC(=O)Nc2ccccc21)NCCCc1ccccc1
 : ., 7%, 22%, -6, ., ., .
- O=C(Nc1ccn(-c2ccccc2)n1)c1ccc(S(=O)(=O)N2CCCCCC2)cc1
 : ?, 4%, -2%, ?, 0%, -30%, ?
- O=C(Nc1ccc2c(c1)OCO2)c1cc(C2CCCCN2C(=O)OCCF)on1 (stereo not drawn)
 : ., 2%, -8%, 21, ., ., .
- Cc1cc(C)nc(SCCC(=O)N(C)C)n1
 : -12%, -24%, 0%, 12, 7%, -12%, 10%
- O=C(CNC(=O)c1ccco1)NCC(=O)OC(C(=O)c1ccccc1)c1ccc(Cl)cc1 (stereo not drawn)
 : ?, -12%, -9%, 45, 2%, 0%, -4%
- Cc1n[nH]c(C)c1CCCCOc1ccccc1[N+](=O)[O-]
 : -4%, 2%, -3%, ?, 0%, 23%, 0%
- Cc1cccc(NC(=O)CCNC(=O)c2ccc(Br)cc2)c1C
 : -3%, 1%, 3%, 32, 1%, -6%, -6%
- CNC(=O)NC(=S)NC(=O)c1cccc(Cl)c1
 : -8%, 1%, 17%, -27, 0%, -17%, -2%
- COc1cc2c(C(=O)N3CCN(C4CCCCC4)CC3)cn(CC(C)C)c(=O)c2cc1OC
 : ?, -6%, 11%, ., 0%, 84%[activator], -7%
- COc1ccccc1OCCn1c(-c2ccc(Cl)cc2)nc2ccccc2c1=O
 : -11%, 1%, ., -12, ., ., .
- O=C(NCc1ccccc1)C(c1ccc(O)cc1)N(C(=O)Cn1nnc(-c2cccs2)n1)c1ccc2c(c1)OCCO2 (stereo not drawn)
 : -10%, -2%, -1%, -30, 0%, -22%, ?
- CCOC(=O)/C=C(\C)Sc1cc(=O)oc2ccccc12
 : 0%, 0%, -15%, -7, 1%, -23%, ?
- COc1cc2c(cc1OC)C1O[C@](CCCCN3C(=O)c4ccccc4C3=O)(C2)OC2=C1C(=O)c1ccccc1C2=O
 : ?, ., ., ., -8%[11.5 µM], -21%[11.4 µM], .
- O=C(COc1ccccc1)NCC(c1ccco1)N1CCN(c2ccccc2)CC1 (stereo not drawn)
 : ?, 2%, -26%, -19, ., ?, -2%
- O=C(COC(=O)C1CCN(S(=O)(=O)c2ccccc2C(F)(F)F)CC1)NCc1ccc(F)cc1
 : 2%, -9%, 22%, 16, 6%, 47%, 1%
- Nc1nsnc1C(=O)NCCO
 : ?, 3%, -5%, -13, 8%, 0%, 16%
- COc1ccc(/C=C2/SC(=S)N(NS(=O)(=O)c3ccc(C)cc3)C2=O)cc1
 : -10%, -13%, -2%, 20, 10%, -49%, 18%
- O=C(O)C1C2C=CC(C2)C1C(=O)Nc1cccc(F)c1 (stereo not drawn)
 : 1%, -11%, -8%, -6, -1%, -26%, 0%
- COc1ccc(C(=O)Cn2c(Br)nc3c2c(=O)n(C)c(=O)n3C)cc1OC
 : ?, 7%, -4%, -14, -3%, -9%, -8%
- CCOC(=O)/C(C#N)=C/c1ccc(OC(=O)c2ccccn2)cc1
 : -4%, -17%, 4%, 0, ?, -16%, -7%

# 4 structures from above, ordered by formula weight, largest number first:
# Second line of a record – AmpC inh detg, TbPYK inhibitor, AMA1 RON2 block, HCMV inh, LmPK inhibitor, AmpC inh no detg, HCV inh
- O=C(NC(=S)Nc1ccccc1Br)c1ccc2c(c1)OCO2
 : 9%, 2%, 9%, -20, 6%, -19%, ?
- CNC(=O)NC(=S)NC(=O)c1cccc(Cl)c1
 : -8%, 1%, 17%, -27, 0%, -17%, -2%
- Cc1cc(C)nc(SCCC(=O)N(C)C)n1
 : -12%, -24%, 0%, 12, 7%, -12%, 10%
- Nc1ccccc1-c1nc2ccccc2[nH]1
 : -3%, -4%, 69%[activator], 24, -13%, -45%, -12%
